High-throughput results as filed in PubChem.
Mdm2-MdmX inh: inhibitors of human Mdm2/MdmX interaction; SaOS-2 split-luciferase Mdm2/MdmX complementation, luminescence; inhibition, % at 8 µM; 330,000 compounds, 3% hits;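 active means inhibition of at least 50% at 8 µM in the primary screen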
tim23-1 inh: growth inhibitors of tim23-1 mutant yeast | 330,000 compounds, 1.3% hits | AID 463212 | inhibition, % at 20 µM | S. cerevisiae tim23-1 growth, BacTiter-Glo luminescence, 24 h;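 active means growth inhibition of the mutant yeast at or above 50%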;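 further: temperature-sensitive mutant grown at 25 °C; plate controls were DMSO-treated mutant yeast for no effect and medium wells lacking yeast for full effect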
APJ antagonist: blocks the human apelin receptor APJ. P35414. CHO-K1 APJ beta-arrestin complementation, luminescence. inhibition, % at 20 µM. 330,000 compounds, 0.32% hits. AID 2521;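 active means inhibition above about 40% at 20 µM, limit read from the data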;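 further: cells challenged with 10 nM apelin-13 agonist together with compound; plate controls were apelin-13 plus DMSO wells for no effect and DMSO wells lacking apelin-13 for full effect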
CHOP UPR activ: activators of apoptotic arm of unfolded protein response (CHOP). CHO-CHOP luciferase reporter, UPR activation, luminescence; percent of tunicamycin response over DMSO baseline. activation, % at 10 µM. 330,000 compounds, 0.34% hits. AID 449763;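 active means at 10 µM dose, activation of 40% or more, normalized to positive control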;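 further: 100% = tunicamycin at 10 µg/mL and 0% = DMSO alone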
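Assay system: CHO cells with stable CHOP pathway luciferase reporter; Buffer or medium: F12 plus 10% serum; Times: 16-18 h cell attachment, then 6 h compound exposure, 37 °C; Signal: luciferase luminescence; Read-out basis: percent activation relative to tunicamycin control; Control set: tunicamycin high control, DMSO low control.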
APJ ag: agonists of human APJ apelin receptor | P35414 | activation, % at 20 µM | 330,000 compounds, 0.11% hits | AID 2520 | CHO-K1 APJ PathHunter beta-arrestin, luminescence; 0% DMSO wells, 100% apelin;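 active means activation more than six SD over the plate average, tested at 20 µM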;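 further: 0% = DMSO alone and 100% = apelin-13 at 10 nM; some results filed as inactive read as strong as hits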
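Material: CHO-K1 APJ beta-arrestin complementation cell line; Input: cell density 1000 per well; Incubation: compound stimulation 90 min at 25 °C, detection 60 min; Signal: luminescence from split beta-galactosidase complementation, Galacton Star/Emerald II substrate; Controls: DMSO-only wells as negative, 10 nM Apelin-13 as positive control.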
EBI2 block: antagonists of human EBI2 receptor; P32249; EBI2 beta-arrestin recruitment, luminescence, 7a,25-OHC stimulated; inhibition, % at 5 µM; 360,000 compounds, 0.81% hits; AID 651636; in the data active means inhibition above about 38%;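 further: enzyme fragment complementation signal reports receptor beta-arrestin coupling in cells; 0% = agonist plus DMSO wells and 100% = wells without agonist; some results beyond the cut were filed as inactive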
Target sequence (P32249 whole entry, looked up, the tested form may be a part): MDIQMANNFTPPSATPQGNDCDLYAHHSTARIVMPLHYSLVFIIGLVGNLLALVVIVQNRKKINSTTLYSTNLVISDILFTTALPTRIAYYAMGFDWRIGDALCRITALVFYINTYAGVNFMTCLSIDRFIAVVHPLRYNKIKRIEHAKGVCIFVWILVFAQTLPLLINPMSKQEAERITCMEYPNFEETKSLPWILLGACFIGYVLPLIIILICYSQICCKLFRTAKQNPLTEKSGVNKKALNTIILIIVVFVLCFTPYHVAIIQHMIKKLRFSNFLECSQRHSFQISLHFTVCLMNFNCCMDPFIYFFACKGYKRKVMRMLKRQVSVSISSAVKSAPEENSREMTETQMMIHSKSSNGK
CCR6 antag: CCR6 (human) receptor antagonism; CHO-K1 CCR6 PathHunter beta-arrestin, luminescence, CCL20-stimulated; inhibition, % at 20 µM; 340,000 compounds, 0.49% hits; AID 493098;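 active means compounds whose inhibition of the agonist-driven luminescence signal at 20 µM reaches about 50%, limit read from the data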;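 further: cells stimulated with CCL20 at 14 nM final; plate controls were DMSO with CCL20 for no effect and DMSO without agonist for full effect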
Target sequence (P51684 whole entry, looked up): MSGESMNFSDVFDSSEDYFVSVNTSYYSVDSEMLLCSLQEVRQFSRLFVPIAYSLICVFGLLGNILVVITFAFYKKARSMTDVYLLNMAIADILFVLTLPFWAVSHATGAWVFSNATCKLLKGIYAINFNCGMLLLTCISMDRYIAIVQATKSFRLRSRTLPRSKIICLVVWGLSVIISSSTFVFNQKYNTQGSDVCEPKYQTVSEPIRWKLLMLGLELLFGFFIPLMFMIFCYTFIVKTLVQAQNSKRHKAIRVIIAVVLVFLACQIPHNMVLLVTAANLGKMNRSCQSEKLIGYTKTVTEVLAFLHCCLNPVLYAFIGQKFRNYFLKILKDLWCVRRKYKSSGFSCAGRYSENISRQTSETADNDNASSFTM
CXCR6 inh: inhibitors of human CXCR6 receptor; O00574; 360,000 compounds, 0.36% hits; CHO-K1 PathHunter CXCR6 beta-arrestin, luminescence; inhibition, % at 20 µM; in the data active means inhibition above about 34%, passing the limit was not always enough;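 further: antagonist mode with CXCL16 agonist at 10 nM final; 0% = 10 nM CXCL16 with DMSO and 100% = unstimulated wells without agonist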
Target sequence (O00574 whole entry, looked up): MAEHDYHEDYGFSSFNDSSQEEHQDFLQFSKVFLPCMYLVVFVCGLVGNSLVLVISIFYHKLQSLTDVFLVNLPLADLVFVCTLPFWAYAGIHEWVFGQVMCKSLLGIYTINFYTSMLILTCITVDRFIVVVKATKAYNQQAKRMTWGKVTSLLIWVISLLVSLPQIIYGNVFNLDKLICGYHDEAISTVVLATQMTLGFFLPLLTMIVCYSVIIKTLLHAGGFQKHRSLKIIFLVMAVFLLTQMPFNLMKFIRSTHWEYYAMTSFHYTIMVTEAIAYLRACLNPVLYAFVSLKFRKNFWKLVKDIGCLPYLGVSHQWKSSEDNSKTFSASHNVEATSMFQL
XBP1 UPR activ: activators of adaptive arm of unfolded protein response (XBP1); 330,000 compounds, 0.33% hits; CHO-XBP1 luciferase reporter, IRE1-XBP1 UPR activation, luminescence; percent of tunicamycin response, DMSO as zero; AID 463104; activation, % at 20 µM;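 active means versus positive control, 20 µM dose yields 30% or more activation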;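 further: 100% = tunicamycin at 10 µg/mL and 0% = DMSO only wells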
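Test system: CHO-XBP1 luciferase reporter cells | Buffer or medium: Serum-containing F12 medium, 10% FBS | Schedule: 6 h compound exposure at 37 °C, 5% CO2 | Detection: Steady-Glo luciferase glow luminescence, 10 min after reagent addition | Read-out basis: Activation, % of tunicamycin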
Numbers without * were called inactive. A portion of the library (hit frequency here may not be typical).

SMILES | Mdm2-MdmX inh | tim23-1 inh | APJ antagonist | CHOP UPR activ | APJ ag | EBI2 block | CCR6 antag | CXCR6 inh | XBP1 UPR activ
Cc1ccc(C)c(CSC2=NCCN2C(=O)Cc2ccc([N+](=O)[O-])cc2)c1 | -2 | 9 | -6 | -1.6 | -1 | 26 | -1 | 8 | -2
CSc1ccccc1C(=O)OCC(=O)Nc1ccc(N2CCOCC2)cc1 | -11 | -7 | 5 | 1.1 | -2 | -8 | 12 | -2 | -3
Cc1noc(C)c1CSc1nc2sc(C)c(C)c2c(=O)n1C1CCCC1 | 16 | 12 | 4 | -1.6 | -3 | 18 | 27 | 1 | 2
CCCCCCCCS(=O)C1CCS(=O)(=O)C1 (stereo unspecified) | 22 | 25 | 11 | -4.0 | -1 | -4 | 2 | -4 | -2
Clc1ccc(OCc2nnnn2-c2ccccc2)cc1 | -2 | 30 | 7 | 1.6 | -5 | 79* | 22 | -2 | 0
CC(=O)Nc1cc2nn(-c3ccccc3)nc2cc1Cl | -266 | 0 | -16 | 1.1 | 5 | -1 | 9 | 0 | 2
COc1ccc(N2CCN(C(=O)c3cn(C)c4ccc(S(=O)(=O)N5CCOCC5)cc4c3=O)CC2)cc1 | 3 | -9 | 17 | 2.4 | 2 | 5 | 9 | 0 | -7
O=C(Nc1cc(-c2ccccc2)nn1-c1c(Cl)cccc1Cl)c1ccc(F)cc1 | 25 | 16 | 10 | 3.0 | -1 | -1 | 10 | 1 | -1
COc1cc(OC)cc(C(=O)NCCN2C(=O)S/C(=C\c3cccs3)C2=O)c1 | 15 | 17 | 3 | -1.8 | -1 | 33 | 13 | -1 | 1
CCc1cc(=O)oc2c3c(cc(OCC(=O)NC4CC4)c12)OC(C)(C)CC3 | 11 | 17 | -1 | -1.5 | 1 | 8 | 0 | 3 | -3
Cc1ccc(C(=O)NCC(C)NC(=O)c2ccc(C)c([N+](=O)[O-])c2)cc1[N+](=O)[O-] (stereo unspecified) | 30 | 26 | 2 | -3.0 | -1 | 0 | -5 | 5 | 0
N#Cc1ccc(CN2CCN(C(=O)c3ccc(S(=O)(=O)N4CCCCCC4)cc3)CC2)cc1 | -2 | 14 | 4 | 1.0 | -3 | -2 | 4 | -12 | -5
COc1ccc(NS(=O)(=O)c2cc(-c3cnc(C4CC4)o3)ccc2C)cc1 | 44 | 38 | 5 | -1.1 | 0 | 0 | 9 | 4 | 2
CCC1(CC)C(=O)NC(=O)NC1=NCCc1c[nH]c2ccccc12 | 17 | 11 | -5 | -1.8 | -4 | -8 | 14 | -7 | -5
C=C1CCN([C@H](C(=O)NCc2cc(OC)c(OC)c(OC)c2)C(C)C)S(=O)(=O)c2ccccc21 | -25 | 11 | 0 | -0.7 | 7 | 5 | 1 | -3 | 1
Cc1cccc(N(C)S(=O)(=O)c2c[nH]c3ccc([N+](=O)[O-])cc23)c1 | 26 | 19 | -1 | -2.4 | 3 | 17 | 12 | -10 | 1
Cc1cccc(-n2c(C)c(-c3ccccc3)[nH]c2=S)c1 | -4 | 44 | -3 | 1.0 | 2 | -5 | 7 | 2 | -6
CN(Cc1cccc(F)c1)C(=O)C1CC(=O)N(c2ccc3c(c2)OCCO3)C1 (stereo unspecified) | 26 | -1 | 2 | 0.2 | -1 | 2 | 9 | -1 | -1
CS(=O)(=O)N(CCc1ccccc1)CC(=O)NCc1ccco1 | -5 | 4 | 28 | -1.6 | -3 | -5 | -28 | -8 | -3
C/C=C/c1cc(CN2CCN(c3ccccc3)CC2)c(O)c(OC)c1 | 82* | 23 | 10 | 0.1 | -3 | -8 | 16 | 3 | -2
CC(C)CCNC(=O)NC(=O)COC(=O)/C=C/c1cccc([N+](=O)[O-])c1 | 7 | 18 | 6 | -0.2 | -1 | 1 | 2 | -3 | -1
C/C(=C\c1ccccc1)C(=O)N1CCN(Cc2ccc3c(c2)OCO3)CC1 | -12 | 29 | 10 | 2.9 | -1 | 3 | 5 | 4 | -6
CCCN(CC(=O)Nc1ccccc1C)C(=O)C1CCN(S(=O)(=O)c2cccc(C(F)(F)F)c2)CC1 | 21 | -15 | 9 | 2.5 | 3 | 7 | -1 | 1 | -1
Cc1csc2c(NC3CCN(Cc4ccccc4)CC3)ncnc12 | 34 | -17 | -11 | -1.6 | 4 | -5 | 4 | -15 | -1
CCCC(c1nnnn1CS(=O)(=O)c1ccc(C)cc1)N1CCN(c2ccc(F)cc2)CC1 (stereo unspecified) | 11 | 16 | -16 | 1.1 | 1 | 10 | 3 | 0 | -3
CCCn1c(N)c(N(CCOC)C(=O)/C=C/c2cccc(Cl)c2)c(=O)[nH]c1=O | 1 | 4 | -3 | 2.0 | -3 | 0 | -6 | 12 | -1
Cc1ccc(-c2c[nH]c(=S)n2-c2ccccc2)cc1 | 14 | 4 | 2 | 0.6 | 0 | -9 | -4 | 2 | 0
COc1ccc(OCC(=O)OCC(=O)N2CC(=O)Nc3ccccc32)cc1 | 12 | -18 | 6 | 0.3 | -3 | 6 | 6 | 9 | -4
O=C(CSC1=Nc2ccccc2C2=NC(c3ccccc3)C(=O)N12)NCC1CCCO1 (stereo unspecified) | 6 | -5 | 28 | -0.5 | -10 | 1 | 39 | 18 | -3
CC(=O)c1ccc(S(=O)(=O)Nc2ccc(C(=O)N3CCC3)cc2)cc1 | 19 | 5 | 17 | 0.8 | -2 | -13 | 3 | -3 | -3

Entries of single compounds as entered above:
`C/C=C/c1cc(CN2CCN(c3ccccc3)CC2)c(O)c(OC)c1` is entered as Mdm2-MdmX inh = 82*; tim23-1 inh = 23; APJ antagonist = 10; CHOP UPR activ = 0.1; APJ ag = -3; EBI2 block = -8; CCR6 antag = 16; CXCR6 inh = 3; XBP1 UPR activ = -2
`CN(Cc1cccc(F)c1)C(=O)C1CC(=O)N(c2ccc3c(c2)OCCO3)C1` (stereo unspecified) is entered as Mdm2-MdmX inh = 26; tim23-1 inh = -1; APJ antagonist = 2; CHOP UPR activ = 0.2; APJ ag = -1; EBI2 block = 2; CCR6 antag = 9; CXCR6 inh = -1; XBP1 UPR activ = -1

(listing goes on)
SMILES | Mdm2-MdmX inh | tim23-1 inh | APJ antagonist | CHOP UPR activ | APJ ag | EBI2 block | CCR6 antag | CXCR6 inh | XBP1 UPR activ
Cc1occc1C(=O)NNC(=O)c1cccc(F)c1 | 15 | -11 | 15 | 3.3 | -2 | -5 | 5 | 3 | -2
CC(=O)NC(CC(=O)OCC(=O)N1CCc2ccccc21)c1ccccc1 (stereo unspecified) | 1 | -3 | -2 | 1.2 | -2 | 2 | 8 | 0 | -3
COc1ccc(C(=O)NCC2CCCO2)cc1S(=O)(=O)N1CCCc2ccccc21 (stereo unspecified) | -12 | 13 | 18 | -0.3 | -2 | -1 | 3 | 2 | -5
CS(=O)(=O)c1cnc2c(S(=O)(=O)c3ccccc3)cnn2c1N | 21 | 11 | -9 | 0.3 | 1 | -1 | 2 | -1 | 2
COc1ccccc1NC(=O)CNC(=O)c1ccc([N+](=O)[O-])cc1 | -1 | 13 | -28 | -0.3 | 2 | -9 | -6 | -8 | -2
CN(C(=O)c1ccc(S(=O)(=O)N2CCCC2)cc1)C1CCCCC1 | 13 | 9 | 2 | -0.2 | -4 | 0 | 3 | -2 | 0
COC(=O)CN1C(=O)N/C(=C/c2ccc(OC)c(C)c2OC)C1=O | 6 | 10 | -4 | -0.5 | -1 | 0 | 9 | -3 | 0
CC(NC(=O)COC(=O)COc1cccc2c1OC(C)(C)C2)c1ccccc1 (stereo unspecified) | 1 | 14 | 23 | 2.2 | -3 | 9 | -1 | -4 | -4
CN(Cc1cnn(C)c1)Cc1nc(-c2ccc(Cl)cc2)no1 | -1 | 14 | -6 | 1.7 | -1 | -9 | 5 | 3 | -1
c1ccc2c(c1)NC(c1ccncc1)n1c-2nc2ccccc21 (stereo unspecified) | -4 | -5 | 4 | 2.1 | -6 | 10 | -4 | 8 | 1
CC(=O)c1c(C)[nH]c(C(=O)COC(=O)c2nccnc2N)c1C | 22 | -17 | -3 | 0.0 | -2 | -10 | 7 | -2 | 2
CCOC(=O)c1sc(Nc2ccc(OCC)cc2)nc1C | 16 | 31 | 1 | 1.6 | -2 | 7 | -3 | -14 | 5
COc1ccc(C2C(C(=O)N3CCCC3)CC(=O)N2c2ccc(OC)cc2)cc1 (stereo unspecified) | 1 | 4 | 1 | 0.4 | -2 | -2 | 1 | 0 | 1
C/C(=N/NC(=O)CNC(=O)c1cccnc1)c1ccc(Cl)cc1 | -7 | -4 | 14 | 1.0 | -1 | -4 | 0 | -10 | -4
Cn1c(=NC(=O)CSCC(=O)N2CCCC2)sc2ccccc21 | 6 | 12 | 3 | 5.2 | 0 | -3 | -9 | -1 | -1
O=C(CCN1C(=O)c2ccccc2C1=O)Nc1cccc(S(=O)(=O)NC2=NCCC2)c1 | 15 | 12 | -2 | -2.6 | 0 | -3 | 7 | -6 | -1
CCC(C(=O)NC1CCCCC1)N(Cc1cccs1)C(=O)CCC(=O)Nc1cc(C)on1 (stereo unspecified) | 21 | 9 | -24 | 0.3 | 0 | 0 | 14 | 0 | -8
N#Cc1nc(-c2ccco2)oc1N1CCC(C(N)=O)CC1 | 4 | -4 | 20 | -2.1 | -2 | -2 | -2 | -1 | -1
COc1ccccc1C(=O)c1c(C)c(CCC#N)n2ccccc12 | 16 | 19 | 5 | -1.7 | -3 | -4 | 8 | 1 | -2
CCc1cc(Cn2nc(-c3ccccc3)cc2C(=O)NCCOC)on1 | 12 | 5 | 1 | -1.3 | 0 | -4 | 2 | 4 | 0
COc1ccc(C2/C(=C(\O)c3ccc4c(c3)OCCO4)C(=O)C(=O)N2Cc2cccnc2)cc1 (stereo unspecified) | 2 | 7 | 20 | -0.4 | -3 | -4 | 9 | 5 | -3
CS(=O)(=O)Nc1ccc(OCc2ccccc2)cc1 | -18 | -6 | -27 | 2.0 | -4 | 1 | -2 | -3 | 0
COc1ccc(NC(=O)C2C3C=CC4(O3)C2C(=O)N(CCCN2CCCC(C)C2)C4C(=O)NC2CCCCC2)cc1 (stereo unspecified) | -1 | 10 | 4 | 0.0 | -5 | 0 | -6 | 1 | -5
COC(=O)C1C(=O)NC(SC)=C(C#N)C1c1ccccc1F (stereo unspecified) | 6 | 19 | -26 | 0.2 | 0 | 2 | 5 | -3 | -2
CC(=O)c1c(C)[nH]c(C(=O)COC(=O)c2cccnc2Cl)c1C | 7 | -6 | 8 | 5.0 | 12 | -7 | 6 | 0 | 3
COc1cc(CO)cc(Br)c1OCC(=O)O | 13 | -24 | -2 | 0.4 | -1 | 2 | -2 | -3 | -4
Cc1ccc(CN2CCN(/N=C/c3cccn3C)CC2)c(C)c1 | -12 | 10 | 4 | -3.0 | -6 | -11 | 32 | 16 | -2
Cc1nnc(Sc2nc3c(c(=O)[nH]c(=O)n3C)n2Cc2ccccc2)s1 | 17 | -2 | 26 | -2.1 | -5 | 6 | 30 | 14 | 7
